GRIN3A LBD mod: modulators (binders) of human NR3A ligand-binding domain. NR3A LBD differential scanning fluorimetry, Tm shift; 0% = protein alone, 100% = glycine-bound protein. hit rate 2.5% among 340,000. Tm shift relative to glycine control, % at 25 µM. AID 1259313;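 active = melting temperature shift of at least 10% of the positive control shift, at one fixed dose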
mIAP act: mouse IAP activation; AID 2805; activation factor at 10 µM; muIAP, CDP-Star luminescence, 30 min; active compounds read high; 1 = vehicle-only enzyme signal, 0 = enzyme-free wells; hit rate 0.24% among 330,000;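 active = activation factor of at least 2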; also: the source names both 10 and 20 µM as test concentration; values of inactives mirror those of a sister screen read the other way
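System: Mouse IAP enzyme | Also added: CDP-Star substrate | Dosing: Compounds dispensed in DMSO | Schedule: 30 min enzyme-substrate-compound incubation at room temperature | Technique: Chemiluminescence readout | Control set: DMSO-only wells and no-enzyme negative control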
APOBEC3A inh: inhibitors of human APOBEC3A DNA deaminase; hit rate 0.41% among 330,000; inhibition, % at 20 µM; recombinant A3A, FAM/TAMRA ssDNA deamination fluorescence; AID 493011; P31941;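 active = at least 40% inhibition at 20 µM here, with at most 30% in a related deaminase screen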;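 also: plate controls were A3A with DMSO for no effect and wells lacking A3A enzyme for full effect; some results filed as inactive read as strong as hits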
Target sequence (P31941 whole entry, looked up): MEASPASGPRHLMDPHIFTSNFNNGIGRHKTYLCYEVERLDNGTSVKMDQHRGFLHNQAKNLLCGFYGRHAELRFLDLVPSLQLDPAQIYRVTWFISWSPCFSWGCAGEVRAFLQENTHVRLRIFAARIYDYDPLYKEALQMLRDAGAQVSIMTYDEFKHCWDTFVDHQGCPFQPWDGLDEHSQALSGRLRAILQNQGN
beta cell repl: induces beta-cell replication in MIN6 cells; MIN6 cells proliferation, ATPlite luminescence, 48 h; cells starved in 0.2% serum; 100% = growth in 10% serum; proliferation, % at 10 µM; hit rate 0.29% among 330,000; AID 2380;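 active = compounds whose signal lies at least 3.5 SD above the mean of all wells on their plate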;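 also: 0% = DMSO-treated cells in low-serum medium and 100% = 10% serum control; some compounds called inactive have numbers as strong as hits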
hIAP inh: blocks human intestinal alkaline phosphatase | P09923 | AID 2544 | hit rate 0.12% among 330,000 | purified IAP, CDP-Star luminescence, 30 min | inhibition, % at 10 µM;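 active = inhibition reaching a set limit with compound at 10 µM in the primary screen, cut at about 35% in these data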;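 also: plate controls were DMSO wells with enzyme for no effect and no-enzyme buffer wells for full effect; values of inactives mirror those of a sister screen read the other way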
hIAP act: human IAP activation. activation factor at 10 µM. purified human IAP, CDP-Star luminescence, 30 min; active compounds read high; 1 = vehicle-only enzyme, 0 = enzyme-free background. AID 2524. hit rate 0.16% among 330,000;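 active = activation factor of the enzyme at least 2-fold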; also: the source names both 10 and 20 µM as test concentration; values of inactives mirror those of a sister screen read the other way
A3G deaminase: inhibitors of human APOBEC3G DNA deaminase; Q9HC16; recombinant A3G, ssDNA deamination FAM/TAMRA fluorescence; inhibition, % at 20 µM; hit rate 0.28% among 330,000; AID 493012;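 active = inhibition of at least 40% at 20 µM, with no more than 30% in the related APOBEC3A deaminase screen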;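 also: plate controls were DMSO wells with A3G for no effect and wells lacking A3G enzyme for full effect; some compounds called inactive have numbers as strong as hits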
Target sequence (Q9HC16 whole entry, looked up): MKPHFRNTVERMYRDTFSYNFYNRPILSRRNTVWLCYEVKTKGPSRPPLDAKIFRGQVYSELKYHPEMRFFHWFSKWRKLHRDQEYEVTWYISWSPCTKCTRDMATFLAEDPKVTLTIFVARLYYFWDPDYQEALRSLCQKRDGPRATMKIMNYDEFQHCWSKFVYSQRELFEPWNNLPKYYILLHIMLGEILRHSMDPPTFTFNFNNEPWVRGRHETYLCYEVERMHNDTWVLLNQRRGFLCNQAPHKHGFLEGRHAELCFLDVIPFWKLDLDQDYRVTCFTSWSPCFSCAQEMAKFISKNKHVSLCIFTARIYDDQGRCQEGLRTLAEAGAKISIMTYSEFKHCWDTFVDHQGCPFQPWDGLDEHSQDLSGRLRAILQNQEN
mIAP inh: mouse IAP inhibition; purified mouse IAP, CDP-Star luminescence, 30 min; inhibition, % at 10 µM; hit rate 0.2% among 330,000; AID 2806;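 active = inhibition of at least 40% at 10 µM in the primary screen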;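 also: plate controls were DMSO with enzyme for no effect and no enzyme wells for full effect; values of inactives mirror those of a sister screen read the other way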
MPTP inh: blocks calcium-induced mitochondrial swelling | hit rate 1.4% among 360,000 | inhibition, % at 10 µM | isolated mouse mitochondria, Ca2+ swelling absorbance, 30 min;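 active = inhibition of 50% or more, scaled per plate between neutral and stimulator controls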;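 also: 0% = DMSO wells given calcium and 100% = 1 mM EGTA wells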
The depositor's hits bear a star; . = not tested or not shown. Compounds as they come, and some 5% of all compounds hit somewhere here.

Every second line gives: GRIN3A LBD mod	mIAP act	APOBEC3A inh	beta cell repl	hIAP inh	hIAP act	A3G deaminase	mIAP inh	MPTP inh
- CC(C)CNC(=O)COC(=O)C1c2ccccc2Oc2ccccc21
 : -1	1	-5	1	-4	1	-7	-2	0.6
- O=C(COC(=O)c1c2ccccc2cc2ccccc12)NCC(F)(F)F
 : 3	1.1	-3	-4	14	0.86	-5	-6	7.4
- CN(Cc1nc(-c2ccc3c(c2)OCO3)no1)CC1(N2CCOCC2)CCCCC1
 : -4	0.95	-3	-3	-2	1	-3	5	0.2
- C[C@@H]1CN([C@H](C)CO)C(=O)Cc2cc(NC(=O)CCC(F)(F)F)ccc2O[C@@H]1CN(C)C(=O)Nc1ccccc1
 : 0	1.1	3	-1	2	0.98	-7	-13	2.3
- COc1cccc(C2=NO[C@@H]3C(=O)N(Cc4ccccc4)C(=O)[C@H]23)c1OC
 : 3	0.97	1	2	-12	1.1	-1	3	1.5
- CCOC(=O)c1sc2ncn(/N=C/c3cccnc3)c(=O)c2c1C
 : 0	0.99	-5	-1	-27	1.3	9	1	-3.9
- CC(=O)c1ccc(-c2nnc(CCC(=O)N3CCCC(C(=O)CC(C)C)C3)o2)s1 (centres undefined)
 : 2	0.96	-6	-3	-37	1.4	-9	4	2.7
- CC1CCCC(NC(=O)c2cccs2)C1C (centres undefined)
 : 0	1.2	-5	1	-18	1.2	-8	-17	-0.8
- Cc1cc(N2CCN(c3ccccc3)CC2)nc(NCc2ccccc2)n1
 : 2	1.1	-3	-4	0	1	-4	-5	65*
- c1ccc(-c2ccc(OCCCn3cncn3)cc2)cc1
 : 1	0.9	-4	0	-15	1.1	-6	10	1.3
- Cc1ccc(S(=O)(=O)NCc2ccccc2)cc1C(=O)NC(C)c1ccc(S(N)(=O)=O)cc1 (centres undefined)
 : -1	1	-4	-2	8	0.92	-9	-1	0.3
- COc1ccc(NC(=O)CN(C)C(=O)CSCc2ccc(C)cc2)cc1
 : 1	1	0	-1	6	0.94	-8	-2	-0.8
- COCCCN1C(=O)C(=O)/C(=C(/O)c2ccc(C)cc2)C1/C=C/c1ccccc1 (centres undefined)
 : 0	0.93	-4	-1	5	0.95	-5	7	-2.2
- C=CCn1c(SCC(=O)NCCCO)nc2sc3c(c2c1=O)CCC3
 : -1	0.99	-6	-1	15	0.85	-10	1	0.3
- Cc1cccc(C)c1OCC(=O)Nc1cccc(-c2nnc(-c3ccccc3)o2)c1
 : -1	0.88	3	-5	6	0.94	-2	12	-1.7
- OCCC1CCCCN1CC(O)COCc1ccc(Cl)cc1 (centres undefined)
 : -2	1	2	0	3	0.97	-4	-1	0.0
- CCn1c2c(c3cc(Cl)ccc31)CCCC2=O
 : -3	1	-4	-2	-8	1.1	-14	-2	0.8
- CC1C(=O)C(C)(C)C(=O)OC1c1ccc([N+](=O)[O-])cc1 (centres undefined)
 : 1	1	-4	-1	6	0.94	-5	-1	0.5
- COc1ccc(N(C(=O)c2snc(C(N)=O)c2N)C(C(=O)NCc2ccc(F)cc2)c2ccc(O)cc2)cc1 (centres undefined)
 : -18	1	-2	-3	-13	1.1	-14	0	0.7
- O=C(Cn1c(SCC(=O)N2CCc3ccccc3C2)nc2ccccc21)NC1CCCC1
 : 2	1.2	-4	-1	-17	1.2	-8	-17	1.2

Compound profiles (already shown). Order of values: GRIN3A LBD mod | mIAP act | APOBEC3A inh | beta cell repl | hIAP inh | hIAP act | A3G deaminase | mIAP inh | MPTP inh
COc1ccc(N(C(=O)c2snc(C(N)=O)c2N)C(C(=O)NCc2ccc(F)cc2)c2ccc(O)cc2)cc1 (centres undefined) reads -18 | 1 | -2 | -3 | -13 | 1.1 | -14 | 0 | 0.7
COCCCN1C(=O)C(=O)/C(=C(/O)c2ccc(C)cc2)C1/C=C/c1ccccc1 (centres undefined) reads 0 | 0.93 | -4 | -1 | 5 | 0.95 | -5 | 7 | -2.2
c1ccc(-c2ccc(OCCCn3cncn3)cc2)cc1 reads 1 | 0.9 | -4 | 0 | -15 | 1.1 | -6 | 10 | 1.3
CC(C)CNC(=O)COC(=O)C1c2ccccc2Oc2ccccc21 reads -1 | 1 | -5 | 1 | -4 | 1 | -7 | -2 | 0.6
CN(Cc1nc(-c2ccc3c(c2)OCO3)no1)CC1(N2CCOCC2)CCCCC1 reads -4 | 0.95 | -3 | -3 | -2 | 1 | -3 | 5 | 0.2

The results go on.
Every second line gives: GRIN3A LBD mod	mIAP act	APOBEC3A inh	beta cell repl	hIAP inh	hIAP act	A3G deaminase	mIAP inh	MPTP inh
- CCOC(=O)/C=C/C(=O)Nc1ccc(S(=O)(=O)N2CCCCCC2)cc1
 : -5	1	1	-7	3	0.97	0	-2	0.4
- CN(C(=O)c1cccc(NC(=O)c2ccco2)c1)c1ccccc1
 : -1	1	2	-1	17	0.83	-1	0	0.3
- CC1CCN(c2ccc3nnc(CCC(=O)NCC(C)c4ccccc4)n3n2)CC1 (centres undefined)
 : 1	0.98	-1	7	-7	1.1	1	2	-1.9
- COCCN(C(=O)CNC(=O)c1ccco1)C(C(=O)NC1CCCC1)c1ccc(OC)c(OC)c1 (centres undefined)
 : 2	1	0	-2	-13	1.1	-7	-3	-3.4
- O=C(c1oc2ccccc2c1CSCc1ccccc1)N1CCN(c2ncccn2)CC1
 : -3	0.92	1	-5	-22	1.2	-2	8	0.1
- CCOC(=O)/C=C/C(=O)OCC(=O)Nc1ccc(C)cc1
 : 0	1	2	1	-5	1	1	-1	-1.0
- O=C(NCCCN1CCCC1=O)c1ccc(NS(=O)(=O)c2cccc([N+](=O)[O-])c2)cc1
 : .	0.97	-6	-7	-4	1	-1	3	0.4
- C=CCn1c(=S)[nH]c2cc(-c3ccccc3)sc2c1=O
 : -4	0.86	-2	0	19	0.81	-4	14	-1.0
- CCNS(=O)(=O)c1ccc(CCC(=O)N2CCc3ccccc3C2)cc1
 : -1	1	1	-2	23	0.77	-11	-4	1.0
- COc1ccc(N=C2SC(CC(=O)Nc3cccc(Cl)c3)C(=O)N2Cc2ccco2)cc1 (centres undefined)
 : 12*	1	0	-3	7	0.93	1	-2	5.4
- COc1ccc(S(=O)(=O)N2CCOCC2)cc1NC(=O)CCNC(=O)c1ccc([N+](=O)[O-])cc1
 : 1	1	34	2	2	0.98	1	-4	0.0
- COc1ccc(C(=O)/C=C/NCc2ccc(C)cc2)cc1
 : 4	1	-6	0	6	0.94	-7	0	-1.7
- O=C(CN1CCN(Cc2ccccc2)CC1)N/N=C/c1c[nH]c2ccccc12
 : 0	0.9	1	-1	-1	1	-2	10	-0.8
- Cc1ccc(-c2noc(CCC(=O)NCCCN3CCN(c4ccc(F)cc4)CC3)n2)cc1
 : -4	1.1	-3	-3	-17	1.2	-8	-8	93*
- Cc1cccc(C)c1NC(=O)C1(N(Cc2ccco2)C(=O)CC2NC(=O)NC2=O)CCCC1 (centres undefined)
 : -1	0.97	2	-1	0	1	-4	3	-1.9
- Brc1ccc(/C=N/Nc2nncc(-c3ccccc3)n2)o1
 : .	0.97	4	-2	-4	1	-5	3	.
- COCCSc1nnc(NC(=O)C2CC(=O)N(c3ccc(Cl)cc3)C2)s1 (centres undefined)
 : -3	0.95	2	-4	-7	1.1	-3	4	4.4
- CCN(CC)S(=O)(=O)c1ccc(/C=C/C(=O)Nc2ccc(N3CCOCC3)cc2)cc1
 : -2	0.98	-2	-3	-1	1	-6	2	2.6
- FC(F)(F)c1ccc2c(c1)NCC1CCCN21 (centres undefined)
 : 1	1.1	-7	-2	-14	1.1	-13	-10	3.5
- CC1=CC(C)(C)NC(=S)N1c1cc(C)cc(C)c1
 : 0	0.94	-4	-1	11	0.89	-5	6	1.9
- COc1ccc2c(c1)C1NC(=S)NC(C)(O2)C1C(=O)Nc1ccc(C)cc1C (centres undefined)
 : -3	0.98	-3	4	14	0.86	-11	2	1.2
- Oc1sc(C=Nc2ccc(F)cc2)c2ccccc12
 : -8	0.79	-3	-4	18	0.82	-7	21	2.2
- OC(C#CCN1CCCCC1)c1ccccc1 (centres undefined)
 : -2	1	-3	4	16	0.84	-4	-4	1.8
- COc1ccc(S(=O)(=O)NCC2CCCN(C(=O)c3ccco3)C2)cc1 (centres undefined)
 : 0	1.1	-5	-2	-7	1.1	-6	-10	-0.3
- O=C(CCSc1nc(-c2ccco2)cc(C(F)(F)F)n1)Nc1ccc2c(c1)OCO2
 : -3	0.97	-2	-2	7	0.93	-2	3	-1.6
- COc1ccccc1C(=O)OCc1nc(N)nc(Nc2ccccc2C)n1
 : -1	0.97	-2	4	7	0.93	-7	3	1.3
- CN(C)c1ccc(C(=O)c2ccc(N(C)C)c3ccccc23)cc1
 : 0	0.91	-5	-3	1	0.99	2	10	0.6
- CC1CC(C)CN(C(=O)CNC(=O)c2ccc3ccccc3c2)C1 (centres undefined)
 : 92*	0.99	1	-5	-14	1.1	-5	1	-0.1
- CCN1CCN(CCCNC(=O)CNC(=O)c2nn(-c3ccc(OC)cc3)c(=O)c3ccccc23)CC1
 : -1	0.95	-2	0	-6	1.1	-6	5	-0.4
- C/C(CC(=O)Nc1ccc(Cl)c(C(F)(F)F)c1)=N\NC(=O)c1ccccc1O
 : 24*	0.72	2	0	11	0.89	-6	28	98*
- CC(=O)N1N=C2c3ccccc3CCC2C1c1cccs1 (centres undefined)
 : -1	1.1	2	-2	6	0.94	-2	-8	3.5
- CC(C(=O)N1CCOCC1)N1c2cccc3cccc(c23)S1(=O)=O (centres undefined)
 : 1	0.96	1	-1	0	1	-1	4	0.3
- CN(C)c1cc2c(c(N(C)C)c1)C(=O)c1ccccc1C2=O
 : -1	0.92	3	-1	-9	1.1	1	8	6.2
- CN(C(=O)c1cccs1)C1(C)CCS(=O)(=O)C1 (centres undefined)
 : 0	1	1	-3	-12	1.1	-1	-3	-0.1
- Brc1ccc(-c2cn3c(n2)CCc2ccc4cccnc4c2-3)cc1
 : -7	0.93	0	-5	15	0.85	-4	7	-2.8
- CSCC[C@H](NC(=O)COc1cc2c(c3oc(=O)c(C)c(C)c13)CCC(C)(C)O2)C(=O)O
 : -2	0.93	-1	-1	-6	1.1	-4	8	-0.5
- COCCCNC(=S)NNC(=O)c1ccoc1C
 : 2	0.96	0	0	11	0.89	2	4	-0.5
- CC(=O)N1c2ccc(S(=O)(=O)N3CCC(C(=O)N4CCN(c5cc(Cl)ccc5C)CC4)CC3)cc2CC1C (centres undefined)
 : -1	1.1	2	0	-19	1.2	0	-10	-0.1
- O=C(COc1ccccc1N1C(=O)c2ccccc2C1=O)c1ccc(Cl)cc1
 : 1	1.1	0	2	1	0.99	-3	-8	-4.3
- Cc1nc2ccc(NC(=O)Cc3ccccc3F)cc2s1
 : 0	0.97	5	-3	21	0.79	-6	3	0.5

Three entries already listed, sorted by SMILES length, lowest first.
Every second line gives: GRIN3A LBD mod	mIAP act	APOBEC3A inh	beta cell repl	hIAP inh	hIAP act	A3G deaminase	mIAP inh	MPTP inh
- O=C(CCSc1nc(-c2ccco2)cc(C(F)(F)F)n1)Nc1ccc2c(c1)OCO2
 : -3	0.97	-2	-2	7	0.93	-2	3	-1.6
- CSCC[C@H](NC(=O)COc1cc2c(c3oc(=O)c(C)c(C)c13)CCC(C)(C)O2)C(=O)O
 : -2	0.93	-1	-1	-6	1.1	-4	8	-0.5
- CC(=O)N1c2ccc(S(=O)(=O)N3CCC(C(=O)N4CCN(c5cc(Cl)ccc5C)CC4)CC3)cc2CC1C (centres undefined)
 : -1	1.1	2	0	-19	1.2	0	-10	-0.1

Source: PubChem
